# XBP1 UPR activ: activators of adaptive arm of unfolded protein response (XBP1). CHO-XBP1 luciferase reporter, IRE1-XBP1 UPR activation, luminescence; percent of tunicamycin response, DMSO as zero. activation, % at 20 µM. 330,000 tested, 0.33% active. AID 463104;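 active means versus positive control, 20 µM dose yields 30% or more activation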;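 further: 100% = tunicamycin at 10 µg/mL and 0% = DMSO only wells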
#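 Material: IRE1-XBP1 luciferase reporter CHO line / Quantity: one thousand reporter cells per well / Buffer or medium: F12 with 10% serum / Compound: 20 µM single concentration, DMSO 1% / Times: 6 h treatment, 37 °C / Detection: Steady-Glo luciferase glow luminescence, 10 min after reagent addition / Benchmarks: tunicamycin high, DMSO low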
# Mdm2 MdmX PPI: human Mdm2/MdmX binding inhibition | SaOS-2 split-luciferase Mdm2/MdmX complementation, luminescence | AID 485346 | O15151+Q00987 | inhibition, % at 8 µM | 330,000 tested, 3% active;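 active means inhibition of at least 50% at 8 µM in the primary screen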
# Target sequence (O15151 whole entry, looked up): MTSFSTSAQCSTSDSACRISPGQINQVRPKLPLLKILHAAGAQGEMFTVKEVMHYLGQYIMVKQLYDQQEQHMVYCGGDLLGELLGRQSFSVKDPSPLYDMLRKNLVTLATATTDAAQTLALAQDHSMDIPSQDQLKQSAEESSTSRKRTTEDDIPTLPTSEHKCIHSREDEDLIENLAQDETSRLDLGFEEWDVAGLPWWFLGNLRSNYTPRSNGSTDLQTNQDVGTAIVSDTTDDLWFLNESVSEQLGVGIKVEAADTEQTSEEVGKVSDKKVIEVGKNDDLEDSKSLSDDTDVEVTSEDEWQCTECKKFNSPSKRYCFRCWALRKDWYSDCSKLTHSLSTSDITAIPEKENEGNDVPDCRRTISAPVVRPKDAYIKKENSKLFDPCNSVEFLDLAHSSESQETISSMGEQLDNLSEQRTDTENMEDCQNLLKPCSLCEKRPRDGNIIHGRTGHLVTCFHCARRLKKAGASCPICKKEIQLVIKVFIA
# Target sequence (Q00987 whole entry, looked up): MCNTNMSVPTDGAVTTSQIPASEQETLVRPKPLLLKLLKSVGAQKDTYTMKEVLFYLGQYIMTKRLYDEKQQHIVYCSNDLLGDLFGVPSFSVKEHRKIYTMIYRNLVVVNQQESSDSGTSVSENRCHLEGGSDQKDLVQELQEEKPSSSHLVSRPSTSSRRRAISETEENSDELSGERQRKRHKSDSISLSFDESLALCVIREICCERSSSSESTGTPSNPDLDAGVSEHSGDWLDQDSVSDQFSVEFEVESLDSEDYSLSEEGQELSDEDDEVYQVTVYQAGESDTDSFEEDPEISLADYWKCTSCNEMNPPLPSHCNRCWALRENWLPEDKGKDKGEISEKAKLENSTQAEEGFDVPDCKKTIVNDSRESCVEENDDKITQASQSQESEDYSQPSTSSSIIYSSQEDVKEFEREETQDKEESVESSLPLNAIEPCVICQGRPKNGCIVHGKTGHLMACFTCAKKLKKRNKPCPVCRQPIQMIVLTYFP
# tim10-1 inh: tim10-1 yeast growth inhibition; S. cerevisiae tim10-1 ts strain growth, BacTiter-Glo, 24 h; inhibition, % at 20 µM; 330,000 tested, 2.2% active; AID 463190;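 active means inhibition of at least 40%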;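 further: mutant grown at 25 °C; 0% = DMSO wells with yeast and 100% = wells holding no yeast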
# APJ ag: APJ receptor agonism. P35414. CHO-K1 APJ PathHunter beta-arrestin, luminescence; 0% DMSO wells, 100% apelin. activation, % at 20 µM. 330,000 tested, 0.11% active. AID 2520;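 active means activation more than six SD over the plate average, tested at 20 µM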;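 further: 0% = DMSO alone and 100% = apelin-13 at 10 nM; some results filed as inactive read as strong as hits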
#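 system = engineered CHO-K1 APJ arrestin reporter cells | input = 1000 cells per well | timing = overnight seeding, 90 min compound at 25 °C, 1 h detection | measured by = enzyme-fragment complementation luminescence | read-out = beta-arrestin recruitment to APJ as agonist activity, luminescent signal | control set = negative DMSO alone, positive Apelin-13 at 10 nM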
# TIM10 inh: TIM10 yeast growth inhibition; S. cerevisiae TIM10 strain growth, BacTiter-Glo luminescence, 24 h; inhibition, % at 10 µM; 330,000 tested, 1.4% active;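 active means inhibition of 40% or more at the single tested concentration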;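 further: wild-type TIM10 isogenic control strain grown at permissive 25 °C; 0% = DMSO yeast wells and 100% = minimal medium wells without yeast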
# UPR CHOP act: apoptotic UPR (CHOP) activation; AID 449763; 330,000 tested, 0.34% active; CHO-CHOP luciferase reporter, luminescence; percent of tunicamycin response over DMSO baseline; activation, % at 10 µM;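 active means at 10 µM dose, activation of 40% or more, normalized to positive control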;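 further: 100% = tunicamycin at 10 µg/mL and 0% = DMSO alone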
#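 Evaluation: % reporter activation, DMSO baseline versus tunicamycin full activation; System: CHO-CHOP luciferase reporter cell line; Input: 500 cells/well; Incubation: 6 h compound treatment, 37 °C; Measured by: Steady-Glo luciferase luminescence; Dosing: one dose, 10 µM in 0.5% DMSO; Buffer or medium: F12 medium, 10% FBS; Benchmarks: positive tunicamycin 10 µg/mL, negative DMSO alone.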
# tim23-1 inh: growth inhibitors of tim23-1 mutant yeast | S. cerevisiae tim23-1 growth, BacTiter-Glo luminescence, 24 h | inhibition, % at 20 µM | 330,000 tested, 1.3% active;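 active means growth inhibition of the mutant yeast at or above 50%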;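 further: temperature-sensitive mutant grown at 25 °C; plate controls were DMSO-treated mutant yeast for no effect and medium wells lacking yeast for full effect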
# NALP3 yeast inh: blocks the NALP3 inflammasome reconstituted in yeast; AID 2825; 330,000 tested, 0.39% active; Yeast reconstituted NLRP3/ASC/caspase-1, beta-gal luminescence, 24 h; inhibition, % at 10 µM;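 active means inhibition of 50% or more; inactive means inhibition below 50%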;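 further: plate controls were induced DMSO wells for no effect and uninduced yeast grown without galactose for full effect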
# NR3A LBD binder: modulators (binders) of human NR3A ligand-binding domain; NR3A LBD differential scanning fluorimetry, Tm shift; 0% = protein alone, 100% = glycine-bound protein; Tm shift relative to glycine control, % at 25 µM; 340,000 tested, 2.5% active; AID 1259313;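 active means melting temperature shift of at least 10% of the positive control shift, at one fixed dose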
# Numbers without * were called inactive; nt = not tested or not shown.
SMILES,XBP1 UPR activ,Mdm2 MdmX PPI,tim10-1 inh,APJ ag,TIM10 inh,UPR CHOP act,tim23-1 inh,NALP3 yeast inh,NR3A LBD binder
Cc1ccc(NC(=O)COc2ncnc3sccc23)cc1S(=O)(=O)N(C)C,1,19,6,-2,9,-1.0,1,20,-2
C[C@@]12C(=O)N(c3ccccc3)C(=O)N1[C@@H]1c3ccccc3OC[C@@H]1[C@H]2c1ccccc1,-2,29,13,0,11,1.1,43,7,-1
COc1ccc(CN(C#N)c2nc(C)cc(C)n2)cc1,-7,-3,4,-1,0,-0.5,9,22,4
O=c1[nH]c(C2CCCN(S(=O)(=O)c3cccc(F)c3)C2)nc2c1nnn2Cc1ccccc1 (stereo not drawn),-2,9,11,-1,-5,-1.8,2,15,-4
COc1ccc(N2CCN(CC(=O)NC(=O)NC(C)(C)C)CC2)cc1,-3,32,5,1,10,2.0,10,12,-1
CCOc1ccc(S(=O)(=O)N2CCN(C(=S)NCc3ccccc3)CC2)cc1,3,10,11,-6,3,-2.2,10,16,-2
CCOc1ccc(OCCC(=O)NNC(=O)c2ccncc2)cc1,2,22,-25,0,3,0.1,-5,19,1
O=C(CNc1ccccc1F)Nc1cccc(S(=O)(=O)N2CCCCC2)c1,-2,16,25,-3,11,0.8,21,7,-2
COc1ccc(-n2c(COc3ccccc3)n[nH]c2=S)cc1,-1,4,-3,-1,1,-0.2,1,14,0
N#CCCN(C(=O)CCl)c1cccc(Cl)c1,-5,100*,8,-3,9,0.2,10,3,-1
CC(C)Oc1ccccc1C1CC(=O)Nc2c1c(=O)n(C)c(=O)n2C (stereo not drawn),0,18,-7,-2,-13,-1.2,-6,9,nt
CCOC(=O)/C(C#N)=C/Nc1ccccc1OC(F)(F)F,3,1,18,1,7,0.8,15,17,-2

# Given with values under each structure: entries from further up
# Sequence of screens: XBP1 UPR activ | Mdm2 MdmX PPI | tim10-1 inh | APJ ag | TIM10 inh | UPR CHOP act | tim23-1 inh | NALP3 yeast inh | NR3A LBD binder
- CC(C)Oc1ccccc1C1CC(=O)Nc2c1c(=O)n(C)c(=O)n2C (stereo not drawn)
    0 | 18 | -7 | -2 | -13 | -1.2 | -6 | 9 | nt
- CCOc1ccc(S(=O)(=O)N2CCN(C(=S)NCc3ccccc3)CC2)cc1
    3 | 10 | 11 | -6 | 3 | -2.2 | 10 | 16 | -2
- COc1ccc(CN(C#N)c2nc(C)cc(C)n2)cc1
    -7 | -3 | 4 | -1 | 0 | -0.5 | 9 | 22 | 4
- O=C(CNc1ccccc1F)Nc1cccc(S(=O)(=O)N2CCCCC2)c1
    -2 | 16 | 25 | -3 | 11 | 0.8 | 21 | 7 | -2

# Next records.
SMILES,XBP1 UPR activ,Mdm2 MdmX PPI,tim10-1 inh,APJ ag,TIM10 inh,UPR CHOP act,tim23-1 inh,NALP3 yeast inh,NR3A LBD binder
CCc1ccc(NC(=O)CCC(=O)Nc2nnc(C(C)C)s2)cc1,0,20,-13,2,-13,2.8,-11,4,0
O=Nc1c(O)n(Cc2ccc(Cl)c(Cl)c2)c2ccccc12,2,49,23,1,33,-1.5,16,20,-8
CCOC(=O)c1cc(-c2ccccc2)sc1NC(=O)CN1C(=O)c2ccccc2C1=O,-7,-2,-3,-1,1,-0.4,-9,0,-1
Cc1ccc(CSC(Nc2ccc(F)cc2)=C(C#N)C#N)cc1,-1,91*,7,6,21,3.7,13,13,10
CCOc1ccc(C(=O)NC(=S)Nc2cccnc2)cc1[N+](=O)[O-],-1,20,-5,-5,-13,-0.6,-6,16,1
Cc1ccc(NNC(=O)c2c(F)cccc2Cl)cc1Cl,0,2,14,-5,11,-0.6,44,26,-1
C/C(=N\Nc1cc(Cl)nc(C)n1)c1ccc(C)cc1,3,-5,39,3,20,4.4,22,-8,-5
C#CCOCCOCCOCCNc1nc(N2CCN(C(=O)CCCCCCCCCCNC(=O)[C@H](CCCCN)n3cc(C)nn3)CC2)nc(N2CCN(C(=O)CCCCCCCCCCNC(=O)[C@@H]([C@H](C)CC)n3cc(CCCCCN)nn3)CC2)n1,9,100*,34,4,7,-1.5,37,31,nt
CCc1ccccc1NC(=O)CN(C)C(=O)COC(=O)c1c(Cl)cccc1Cl,-1,-7,26,-4,8,-0.6,22,18,2
O=C(/C=C/c1ccccc1)NNC(=O)c1cccs1,3,-5,-2,-3,3,4.1,7,3,-1
COc1cc(/C=N/NC(=S)NCc2ccccc2)ccc1OCC#N,-1,25,17,4,12,0.6,8,24,-9
CC(C)C(C(=O)NCC1CCCO1)N(Cc1ccco1)C(=O)CNS(=O)(=O)c1ccccc1 (stereo not drawn),-3,20,13,-2,-5,-1.2,-8,16,-5
CCN(CC(=O)Nc1ccc(N2CCOCC2)cc1)C(=O)COc1ccccc1OC,-2,4,8,-3,-1,-1.2,17,2,-2
Cc1cc(C)n(C(=O)c2ccc(NC(=O)C3COc4ccccc4O3)cc2)n1 (stereo not drawn),1,14,30,-7,-9,-5.6,38,12,-2
CC1CCc2nn(CC(=O)NCc3ccc(F)cc3)cc2C1 (stereo not drawn),0,12,-8,-2,-12,0.3,-2,29,-1
CC(=O)c1cccc(NC(=O)CSc2n[nH]c(=O)n2C2CC2)c1,1,12,13,-2,-2,1.6,9,3,0
O=C(O)Cc1ccc(C(=O)c2ccc(F)cc2)s1,-1,-6,0,4,3,0.2,14,2,0
O=C(COc1ccc2ccccc2c1Br)Nc1cccnc1,2,11,30,10,21,3.1,52*,18,0
CC(=O)c1ccc(NC(=O)CN2CCN(CC(=O)Nc3ccc(C(C)=O)cc3)CC2)cc1,0,-6,-6,-3,-5,-1.9,2,0,-1
Cc1noc(-c2ccccc2)c1NC(=O)Nc1ccccc1,1,-26,0,-6,-8,0.5,3,-10,3
CCn1cc(/C=C(\NC(=O)c2ccccc2F)C(=O)NCCCn2ccnc2)c2ccccc21,-5,18,14,0,-1,1.4,11,-1,-1
Fc1ccc2[nH]c3c(N4CCc5ccccc5C4)ncnc3c2c1,0,57*,7,10,18,7.7,14,16,23*
NCc1cccc(CNc2ccc([N+](=O)[O-])cc2C(N)=O)c1,-1,23,1,7,-17,0.5,7,42,0
C#CCOCCOCCOCCNc1nc(N2CCN(C(=O)[C@H](Cc3ccc(O)cc3)n3cc([C@@H](N)CC(C)C)nn3)CC2)nc(N2CCN(C(=O)[C@H](Cc3ccc(O)cc3)n3cc([C@@H](N)CC(C)C)nn3)CC2)n1,0,14,6,-5,-11,-1.3,-16,6,nt
COc1ccc(C(C)C)cc1S(=O)(=O)NCCCn1ccnc1,-3,22,-12,0,-7,-0.5,-2,22,0
O=C(CSc1nnnn1-c1ccc(F)cc1)Nc1nc2ccccc2s1,2,22,9,2,-2,0.4,7,-26,-7
O=C(O)C1CCN(c2c([N+](=O)[O-])cc(C(F)(F)F)cc2[N+](=O)[O-])CC1,2,9,-1,8,-6,0.0,9,15,-1
O=C(NCC1CCCCC1)c1cccc(S(=O)(=O)N2CCCC2)c1,-3,0,15,-2,3,1.5,16,28,-1
CCOC(=O)c1ccc(NC(=S)N(CCN2CCCCCC2)Cc2cccs2)cc1,-1,19,26,-2,-1,-1.7,7,12,1
CCC(=O)Oc1ccc(/C(CC)=C(\CC)c2ccc(OC(=O)CC)cc2)cc1,-1,47,7,-2,6,-0.7,13,17,2
Clc1ccc(-c2csc3ncnc(Cl)c23)cc1,1,44,9,-3,-13,-0.8,60*,-7,0
C=CCC1NS(=O)(=O)O[C@H](CCCC)[C@@H]1O (stereo partly drawn),-2,-13,-19,9,8,-1.6,1,7,-1
O=c1oc(CCO)cc2ccc(C#Cc3ccsc3)cc12,3,-33,-39,-3,-7,10,45,40,-9
Cc1ccc2c(c1)cc(CN(Cc1cccnc1)C(=O)c1ccccc1)c1nnnn12,-1,6,1,-3,10,-1.2,15,15,-1
Cc1nnc(NC(=O)CCC(=O)N2CCN(S(=O)(=O)c3cc([N+](=O)[O-])ccc3C)CC2)s1,2,-9,3,-5,4,0.6,-1,3,0
CCOC(=O)CCCNC(=O)CCNC(=O)c1ccc(OCC(C)C)cc1,1,26,-2,-3,7,-1.4,-2,4,0
O=C(CC1(C(=O)O)CCCC1)N1CCOCC1,-1,15,6,-4,1,-1.7,9,7,1
CC(Cc1ccccc1)NC(=O)CN1C(=O)c2ccccc2S1(=O)=O (stereo not drawn),-5,39,-19,1,-2,2.2,1,14,2
CC(C)CSc1nc2c(=O)[nH][nH]c(=O)c2n1Cc1ccccc1,-4,3,14,0,-6,2.5,5,3,-1
CCNc1nc(NCC)nc(Nn2cnnc2)n1,-1,-30,-10,-4,-3,-0.1,2,-6,0
O=C1CCCC(=O)N1c1ccc(N2CCN(c3ccc([N+](=O)[O-])cc3)CC2)c([N+](=O)[O-])c1,-2,9,14,1,18,0.2,8,13,nt
COC(=O)c1cc(C#N)c(Oc2ccc(F)cc2)nc1C,0,-2,5,-2,-1,1.4,4,-2,-1
N#C/C(=C/c1ccc(N2CCCCCC2)o1)c1ccc(Cl)cc1,-1,15,47*,-1,39,92*,48,35,-5
CC(=O)Nc1ccc(CN2CCN(CC(C)C)C(CCO)C2)cc1 (stereo not drawn),0,6,12,-3,-5,-2.1,3,-3,0
O=C(CSc1nc(O)cc(=O)[nH]1)C1CC1,-4,19,24,0,2,0.8,16,12,-1
O=C(NCc1ccccc1Cl)C1CCN(S(=O)(=O)c2ccc(-n3cnnn3)cc2)CC1,-8,9,-1,1,-12,0.4,10,4,0
CSc1nnc(-c2ccc(S(=O)(=O)N3CCOCC3)cc2)n1CC1CCCO1 (stereo not drawn),1,-4,7,-3,15,0.6,-4,0,1
NC(=O)Cc1ccc(C(=O)c2ccc(Cl)cc2Cl)s1,-3,1,-5,-3,14,0.9,0,19,0
Cc1ccccc1NC(=O)c1cnn(-c2ccccc2)c1C,0,-33,2,2,4,1.4,14,44,2
Fc1cc(Br)ccc1COc1ccc(-c2nnco2)cc1,3,-30,10,2,2,3.4,18,7,5
COc1ccc(C[C@@H]2CN3C(=NC[C@@H]3C)N2C[C@H](C)NC(=O)c2ccc(C)c(Br)c2)cc1,-2,35,5,-2,0,-1.6,-8,3,-1
Cc1csc(NC(=O)c2ccncc2)n1,1,-7,-6,-2,-5,1.0,-15,2,-2
CCCCNC(=O)CS(=O)Cc1nc(-c2cccs2)oc1C (stereo not drawn),-1,13,8,-4,-7,0.9,0,15,-3
COC(=O)c1ccc(C(=O)OC)c(NC(=O)CS(=O)(=O)Cc2ccccc2)c1,-4,-6,10,-2,-3,1.4,8,-2,0
COc1ccc(C(=O)CN2C3=NCCCN3c3ccccc32)cc1OC,-2,20,3,-4,6,-0.1,6,9,1
O=C(COc1ccccc1)N1CCN(C(=O)c2cccs2)CC1,-4,25,5,-1,-5,1.6,-5,12,0
FC(F)Sc1ccc(NC(=S)NC2CCCCC2)cc1,3,-75,65*,2,66*,1.7,31,24,15*
O=C(NCCOc1ccccc1F)C1CC(=O)N(Cc2ccccc2)C1 (stereo not drawn),-1,-13,5,-2,-3,-0.7,10,9,-1

# High-throughput results deposited in PubChem BioAssay by Sanford-Burnham Center for Chemical Genomics.
